M. tuberculosis HTS: M. tuberculosis growth inhibition, HTS (AID 449762) | M. tuberculosis H37Rv growth inhibition, 7H9 media; higher % means a stronger effect | inhibition, % at 25 µM; hits with a dose series show IC50 in µM | 330,000 tested, 0.59% active; in the data active = a potency from the dose series; inconclusive = inhibition above about 70% without an active follow-up result;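 note: bacterial growth assessed after seven days of incubation; strong numbers were not always called active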
VEEV TC-83 Vero: inhibitors of VEEV TC-83 cytopathic effect, confirmation, Vero cells (AID 588727). Vero cells, VEEV TC-83 cytopathic effect inhibition; higher % means a stronger effect. inhibition, % at 20 µM, or IC50 in µM where a hit was titrated. 350,000 tested, 0.13% active; in the data active = a potency from the dose series; inconclusive = inhibition mostly from about 14% at the one dose, without a potency; inactive = the rest, 99 in 100 with inhibition below about 12%; note: strong numbers were not always called active
PhoP GFP inhibition: Inhibition of PhoP regulon, Salmonella typhi GFP reporter cells, confirmation, 4 h (AID 1850); Salmonella Typhi PhoP-promoter GFP reporter, fluorescence, 4 h; higher % means a stronger effect; inhibition, % at 50 µM; hits with a dose series show IC50 in µM; 310,000 tested, 0.33% active; in the data active = a potency from the dose series; inconclusive = inhibition mostly from about 25% at the one dose, without a potency; inactive = the rest, 99 in 100 with inhibition below about 19%;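 note: 0% = induced wells with vehicle and 100% = uninduced wells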
H1N1 NS1A inhibition: NS1A inhibition, H1N1 influenza, cell based functional assay (AID 504329); 340,000 tested, 0.3% active; NS1A functional cell-based assay, percent inhibition; higher % means a stronger effect; one-dose inhibition, % at 12.5 µM; IC50 in µM for titrated hits; in the data active = a potency from the dose series; inconclusive = inhibition above about 27% without an active follow-up result; note: strong numbers were not always called active
M. tuberculosis: growth inhibition of non-replicating M. tuberculosis (AID 488890) | Mycobacterium tuberculosis non-replicating, growth inhibition; higher % means a stronger effect | inhibition, % at 25 µM, or IC50 in µM where a hit was titrated | 320,000 tested, 0.39% active; in the data active = a potency from the dose series; inconclusive = inhibition mostly from about 82% at the one dose, without a potency; inactive = the rest, 99 in 100 with inhibition below about 76%;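 note: plate controls were DMSO cells for no effect and high antibiotic wells for full effect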
VEEV TC-83 Vero 10K pilot screen: also measured in VEEV TC-83 Vero; calls as there; inhibition, %; measured here: 10K pilot screen inhibition
* marks the source's active call; other numbers are inactive results; i = inactive; u = inconclusive; x = not tested or not shown. This is a random part of the collection; about 1.5% have a hit in one of these screens.

SMILES	M. tuberculosis HTS	VEEV TC-83 Vero	PhoP GFP inhibition	H1N1 NS1A inhibition	M. tuberculosis	others
COc1ccc(CCNC(=O)CN2C(=O)c3ccccc3C2=O)cc1	-1.4%	0.5%	0.9%	3.4%	-8.9%
O=C(Nc1ccnn1C1CCN(C/C=C/c2ccccc2)CC1)c1ccccc1Cl	4.2%	5.2%	-1.8%	-3.5%	27.7%
CCC(CC)C(=O)c1c[nH]c(C(=O)NCC2CCCO2)c1 (configuration not stated)	3.0%	5.1%	-6.6%	-1.1%	-7.0%
O=C(c1ccc(OC2CCN(Cc3ccccc3C(F)(F)F)CC2)cc1)N1CCCCC1	u	2.1%	12.5%	-5.2%	47.9%
O=C(CSc1nnc(-c2ccccc2)o1)Nn1cnnc1	x	0.9%	2.2%	-2.5%	x
CCOC(=O)/C(C#N)=C\C1=C(N2CCCC2)CC(C)(C)OC1	-0.3%	1.7%	-4.1%	-9.5%	-15.3%
Cc1[nH]c2ccc(C(=O)OCC(=O)NC3(C#N)CCCCC3)cc2c1C	3.2%	1.8%	0.8%	8.6%	-6.4%
Cc1ccc2[nH]c(-c3cccc(F)c3)cc(=O)c2c1	49.7%	1.3%	-1.7%	-6.7%	22.4%
CCOC(=O)C1NN=C(C(=O)c2ccccc2)C1c1ccccc1 (configuration not stated)	8.9%	0.4%	0.8%	-9.1%	1.0%
COc1cccc(-n2c(CN3CCN(Cc4ccccc4)CC3)nc3ccc([N+](=O)[O-])cc3c2=O)c1	-2.6%	x	2.9%	x	28.4%
CC(C)=NNc1nc2c(c(=O)[nH]c(=O)n2C)n1CCc1ccccc1	5.3%	1.4%	13.5%	x	16.4%
CCN(CC)CCCNC(=O)Cn1cc2c(n1)CCC(C)C2 (configuration not stated)	-10.7%	1.8%	2.9%	-4.5%	-31.2%
Cc1cccc(N2CCN(c3ccc(N4C(=O)CCCC4=O)cc3[N+](=O)[O-])CC2C)c1 (configuration not stated)	0.9%	9.1%	3.3%	5.2%	-4.5%
Clc1ccc(SCCCCN2CCNCC2)cc1	1.0%	2.6%	18.3%	4.8%	i
COc1cccc(OC)c1C(=O)Nc1ccc(S(=O)(=O)Nc2cc(C)nc(C)n2)cc1	-1.8%	0.8%	-16.5%	-87.0%	-22.6%

The last 5 entries of the section above are carried over, then new ones follow:
SMILES	M. tuberculosis HTS	VEEV TC-83 Vero	PhoP GFP inhibition	H1N1 NS1A inhibition	M. tuberculosis	others
CC(C)=NNc1nc2c(c(=O)[nH]c(=O)n2C)n1CCc1ccccc1	5.3%	1.4%	13.5%	x	16.4%
CCN(CC)CCCNC(=O)Cn1cc2c(n1)CCC(C)C2 (configuration not stated)	-10.7%	1.8%	2.9%	-4.5%	-31.2%
Cc1cccc(N2CCN(c3ccc(N4C(=O)CCCC4=O)cc3[N+](=O)[O-])CC2C)c1 (configuration not stated)	0.9%	9.1%	3.3%	5.2%	-4.5%
Clc1ccc(SCCCCN2CCNCC2)cc1	1.0%	2.6%	18.3%	4.8%	i
COc1cccc(OC)c1C(=O)Nc1ccc(S(=O)(=O)Nc2cc(C)nc(C)n2)cc1	-1.8%	0.8%	-16.5%	-87.0%	-22.6%
CC(=O)NC1=NN(C(C)=O)C(C)(c2ccc(Br)cc2)S1 (configuration not stated)	1.2%	i	7.1%	-12.3%	-37.1%
CN(Cc1ccccc1)C(=O)CCSc1nc(-c2ccc3c(c2)OCO3)cc(C(F)(F)F)n1	-9.1%	5.6%	0.2%	11.8%	9.4%
COCCN(C(=O)COC(=O)c1cccc2ccccc12)c1c(N)n(Cc2ccccc2)c(=O)[nH]c1=O	4.7%	8.1%	-4.1%	24.7%	31.3%
O=C(Nc1cccc(CCc2ccccn2)c1)c1cc(F)c(F)cc1Cl	-2.8%	0.2%	-4.2%	0.5%	37.4%
Cc1ccc(C(=O)CNc2cc(C)ccc2C)cc1	-5.0%	i	3.5%	-5.0%	72.7%
COc1ccccc1OCC(=O)NCC(C)NC(=O)COc1ccccc1OC (configuration not stated)	-2.8%	12.3%	-2.8%	-7.0%	-1.6%
CCOC(=O)CNc1cccc(C(F)(F)F)c1	-6.2%	0.1%	-9.2%	-3.2%	34.2%
COc1ccc(/C=N/c2oc(-c3ccccc3)cc2C#N)cc1OC	-10.9%	5.7%	-9.6%	2.3%	7.3%
COc1ccccc1-c1cc(N)n[nH]1	-2.0%	4.3%	2.8%	3.1%	-10.3%	VEEV TC-83 Vero 10K pilot screen=1.2
CSc1ccccc1NC(=O)C1=CC(c2ccc(C)cc2)=NS(=O)(=O)N1C	-1.4%	5.2%	-3.3%	-15.3%	29.1%
O=C(Nc1ccc(Cl)cc1)Nc1ccccn1	-11.5%	1.7%	-2.9%	-13.9%	32.5%
COc1ccc(Br)cc1C(=O)O	-2.6%	0.9%	1.2%	-0.6%	-7.1%	VEEV TC-83 Vero 10K pilot screen=0.4
Cc1cc(-n2c(SCC(=O)NCc3cccs3)nc3n[nH]c(C)c3c2=N)ccc1Cl	3.1%	2.8%	-3.1%	-2.9%	4.5%
Cc1ccc(S(=O)(=O)N2c3ccccc3CC2C)cc1 (configuration not stated)	-1.0%	3.4%	20.0%	x	-0.2%
COc1ccc(S(=O)(=O)N2CCCCCC2)cc1NC(=O)CN(C)Cc1ccc2c(c1)OCO2	3.1%	5.8%	x	6.8%	19.2%
O=C(CSc1nnc(CCc2nc3ccccc3[nH]2)n1-c1ccccc1)NCc1ccccc1	-4.6%	0.8%	3.1%	1.4%	13.9%
COCCN(C/C=C/c1ccccc1)C/C=C/c1ccccc1	6.8%	i	-7.0%	-5.2%	u
CC1CCCCN1CCCNc1ccc(C(CC(N)=O)NC(=O)Cc2ccc(Cl)cc2)cc1[N+](=O)[O-] (configuration not stated)	24.5%	0.7%	-10.6%	7.1%	-1.9%	VEEV TC-83 Vero 10K pilot screen=0.4
Cc1ccc(S(=O)(=O)N2CCC(C(=O)N[C@@H](C)C(=O)Nc3ccc4c(c3)OCO4)CC2)cc1	-4.5%	i	-7.7%	-5.5%	12.0%
CN(C)c1ccc(C(=O)c2ccccc2C(=O)O)c(O)c1	4.2%	0.6%	-9.5%	0.0%	14.2%
O=C(COC(=O)CNS(=O)(=O)c1c(F)cccc1F)NC(=O)NC1CCCCC1	3.3%	1.5%	x	-10.5%	-0.9%
Cc1cccc(/C=N\NC(=O)c2csnn2)c1	52.1%	1.2%	2.8%	0.1%	16.0%
FC(F)(F)c1nc(NCc2ccccc2)c2nnn(Cc3ccccc3)c2n1	7.8%	0.8%	-1.2%	-4.6%	0.3%
COc1ccccc1NC(=O)CN1CCN(c2ccccn2)CC1	-4.6%	i	-5.5%	-3.8%	0.5%
O=C(Nc1ccc(-n2cccn2)cc1)C1CCN(Cc2ccsc2)CC1	-8.0%	0.3%	-8.3%	12.5%	-8.8%
COc1ccccc1C(c1nnnn1CC1CCCO1)N1CCC(C(N)=O)CC1 (configuration not stated)	-6.5%	2.4%	-2.3%	-1.6%	-0.9%
COc1cccc(CN(C)C(=O)CCC(=O)c2cc(Br)ccc2OC)c1	0.0%	9.0%	x	-20.8%	32.4%
COc1ccccc1CCNC(=O)C(=O)NCC1OCCN1S(=O)(=O)c1ccc2c(c1)OCCO2 (configuration not stated)	-3.2%	8.1%	-2.8%	-4.7%	24.2%
Cc1ccc(C(=O)Nc2nn(C)c3cccc(F)c23)cc1	-8.3%	i	3.6%	x	0.1%
CCCCN(C(=O)c1ccc(N2C(=O)c3ccccc3C2=O)cc1)c1c(N)n(CC(C)C)c(=O)[nH]c1=O	x	1.7%	x	-11.3%	x
COc1ccc(S(=O)(=O)Cc2ccc(C(=O)NC3CCC(C)CC3)o2)cc1 (configuration not stated)	1.8%	2.5%	-1.7%	-15.5%	11.6%
Cc1ccc(NNC(=O)CCc2ccccc2)c(C)c1	u	i	-16.1%	2.3%	74.5%
COc1ccc(CCNC(=O)COC(=O)c2ccc(C)s2)cc1	-0.4%	1.3%	x	-10.0%	45.5%
Cc1cccc(NC(=O)CCC(=O)N2CCOCC2)n1	-6.8%	i	x	1.0%	-7.9%
CCOC(=O)N1CCN(C(=O)c2nc3ccccc3s2)CC1	-7.7%	0.5%	-2.8%	-12.8%	1.8%
CC(C)(C)OC(=O)N1CCC(CNC(=O)c2cccs2)CC1	5.3%	2.3%	0.8%	x	-7.5%
C#CC[N+]1(CC#Cc2ccc(C#CC[N+]3(CC#C)CCOCC3)cc2)CCOCC1	-12.3%	i	26.4%	-23.1%	23.7%	VEEV TC-83 Vero 10K pilot screen=2.8
Cc1cc(C)c(O)c(CN(C)Cc2cc(Cl)cc(Cl)c2O)c1	x	i	x	0.3%	x
O=C(CNc1cccc(S(=O)(=O)N2CCCC2)c1)Nc1ccc(F)c(F)c1	-0.6%	7.6%	-5.1%	12.5%	13.2%
COc1ccc(/C=C2\SC(=O)N(CCNC(=O)Cc3coc4cc(OC)ccc34)C2=O)cc1	1.3%	1.0%	0.0%	-3.8%	-3.3%
Cn1c(=O)[nH]c(=O)c2c1nc(CN1CCN(c3ccc(F)cc3)CC1)n2CCc1ccccc1	-1.5%	i	-9.7%	-10.0%	6.1%
O=C(C[n+]1cccc(/C=N/O)c1)N1CCCc2ccccc21	3.8%	1.0%	7.1%	-1.4%	-8.1%
O=C(CN=C1NS(=O)(=O)c2ccccc21)OCC(=O)c1ccccc1	6.8%	1.6%	2.5%	10.0%	-5.7%
Cc1cc(=O)oc2cc(OCC(=O)N3CC[C@@]4(O)CCCC[C@H]4C3)ccc12	-10.4%	1.3%	5.2%	4.2%	-9.2%
CCCNC(=O)NCc1ccc(N2CCCC2=O)cc1	-17.9%	3.8%	-15.1%	-7.9%	5.0%
COc1cccc(Nc2nc(-c3ccc(O)cc3)cs2)c1	-3.0%	i	4.0%	3.3%	21.9%
O=C(NC1CCCC1)C(c1cccnc1)N(C(=O)c1ccco1)c1ccc(F)cc1 (configuration not stated)	6.0%	0.6%	3.0%	4.9%	6.4%
Cc1ccc(-c2nc(CSc3nc4ccccc4c(=O)n3CCO)cs2)cc1	-3.4%	2.5%	-1.1%	10.2%	25.8%
Cc1cc(C(=O)CN2C(=O)CN(C)C2=O)c(C)n1-c1cccc(S(=O)(=O)N2CCOCC2)c1	-7.1%	0.2%	2.1%	7.1%	-6.5%
CCOC(=O)N1CCN(S(=O)(=O)c2ccc(OC)c3ccccc23)CC1	-0.7%	6.3%	-1.3%	12.0%	1.6%
CCOC(=O)Cc1c(C)c2c(O)cc(O)cc2oc1=O	-7.7%	i	-16.7%	6.9%	10.0%
Cc1cccc(OCC(=O)NCC2CCCO2)c1C (configuration not stated)	2.1%	0.6%	-13.8%	-9.1%	10.8%
Cc1ccc(NC(=O)CCCn2nc(C)c3c(C)n(-c4ccccc4)nc3c2=O)c(Cl)c1	0.0%	0.3%	-0.1%	4.8%	6.0%
CCOc1cc(NS(=O)(=O)c2ccc(NC(C)=O)cc2)c(OCC)cc1NC(=O)C(C)C	8.1%	i	5.2%	1.0%	1.2%
CCOC(=O)COc1coc(CN2CCN(c3ccccc3)CC2)cc1=O	-1.0%	1.4%	5.2%	1.6%	-1.1%
COc1ccccc1C(=O)Nc1ccc2c(c1)OCO2	-12.9%	i	13.9%	3.6%	-0.9%
O=C(CCl)Nc1ccc(N2CCCCCC2)cc1	u	13.6%	0.9%	14.6%	u	VEEV TC-83 Vero 10K pilot screen=5.7
CC[C@]12c3[nH]c4ccc(Cl)cc4c3CCN1C(=O)[C@@H](CC(=O)NCc1cccc(C(F)(F)F)c1)C[C@@H]2C(=O)N1CCN(C(=O)c2ccco2)CC1	x	5.9%	x	-0.4%	x
CC1(C)Cc2cccc(OCC(=O)Nc3ccc(OCC(N)=O)cc3)c2O1	55.1%	2.2%	-2.1%	-2.0%	6.4%
COc1ccc(/C=C2\SC(=O)N=C2N)cc1OC	1.0%	3.2%	-1.9%	2.2%	3.0%
C#CCOCCOCCOCCNc1nc(N2CCN(C(=O)C([C@@H](C)O)n3cc([C@@H](N)CCCCN)nn3)CC2)nc(N2CCN(C(=O)[C@H](CCCCN)n3cc([C@@H](N)CC(N)=O)nn3)CC2)n1 (some centres not stated)	2.5%	0.4%	x	9.7%	x	VEEV TC-83 Vero 10K pilot screen=1.5
COc1ccccc1OCC(=O)Nc1cccc(S(=O)(=O)NC2=NCCCCC2)c1	-0.5%	1.8%	4.7%	-3.2%	0.3%
CCCCNC(=O)C(CC)Sc1nc2sc(C(=O)OC)c(C)c2c(=O)n1N (configuration not stated)	-6.5%	2.1%	-0.1%	-5.1%	-0.9%

Screens: PubChem BioAssay, Southern Research Specialized Biocontainment Screening Center
